# Insulin prom inh: TRM-6 insulin promoter activity inhibition | TRM-6 cells (human fetal islet line), insulin promoter-eGFP reporter, imaging; reporter expression induced with tamoxifen | inhibition, % at 2 µM | 0.9% of 130,000 active;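 active means inhibition above the mean plus 3 SD, with well images judged a real hit on visual review, cut at about 60% in these data, passing the limit was not always enough; inconclusive means inhibition over the cutoff but images rejected on review; inactive means inhibition not above the cutoff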
# SDO1 yeast rescue: compounds rescuing growth of sdo1-depleted yeast, bone marrow failure model. S. cerevisiae sdo1-depleted JHY4D growth rescue, OD600 30 h; hits give high values; pdr5 snq2 efflux-pump mutant strain. z-score at 10 µM. 0.21% of 140,000 active. AID 817;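 active means z-score above 3 at both the 24 hr and the 30 hr optical density reads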;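 further: z-score against mean and SD of all compound wells on the same plate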
# SDO1 yeast rescue Rescue 24 h: further read-out of SDO1 yeast rescue, marked with its call; z-score; S. cerevisiae sdo1-depleted JHY4D growth rescue, OD600; measured here: growth rescue at 24 h;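 0 is the plate mean of compound wells and units are plate SD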
# * = called active by the depositor; ? = inconclusive; nt = no result given. The list is partial; the hit share may differ from the screen's.
SMILES,Insulin prom inh,SDO1 yeast rescue,SDO1 yeast rescue Rescue 24 h
CC1(C)C(c2cccs2)=[N+]([O-])C2(CCCCC/C2=N\NC(N)=O)N1O (stereo not given),13,0.34,-0.81
O=C(NC1CCCCC1)c1ccc(Cn2cc(Br)cn2)o1,nt,-0.7,-0.31
CCC(/C=N/NC(=O)C1COc2ccccc2O1)CC (stereo not given),nt,0.37,0.17
CCNC(=O)CN(c1ccc(C)cc1)S(=O)(=O)c1ccccc1,34,-0.34,-1.1
CC1CCC2(CC1)NC(=O)N(Cc1nc(-c3ccccc3)no1)C2=O (stereo not given),-18,0.07,0.12
COc1cccc(NC(=O)n2nc(N)cc2-c2ccc(Cl)cc2)c1,nt,0.86,0.24
Oc1ccc(N=Cc2ccc(O)c(O)c2)cc1,-92,0.66,0.37
CC(C)c1ccc(CN2CC(C(=O)O)CC2=O)cc1 (stereo not given),nt,0.44,-0.01
Cc1nn(C(=O)/C(C#N)=C/N(C)C)c(C)c1C,27,nt,nt
C/C(=C\C(=S)Nc1ccccc1)Nc1ccc2ccccc2c1,13,-0.91,-0.98
COC(=O)NNC(=O)COc1cc(C)ccc1C,2,-0.07,0.89
Cc1[nH]c2ccc(F)cc2c(=O)c1SC(F)(F)C(F)F,?,1.1,0.13
Cc1c(N=NC2=C(O)CCCC2=O)c(=O)n(-c2ccccc2)n1C,-47,nt,nt
O=C(/C=C/c1cccc([N+](=O)[O-])c1)Nn1c(-c2ccccc2F)nc2ccccc2c1=O,6,0.01,0.04
COc1cccc(N(C(=O)Cn2nnc3ccccc32)C(C(=O)NCc2ccco2)c2cccnc2)c1 (stereo not given),nt,0.67,0.82
CCN=C1SC(C(=O)Nc2ccc(Cl)c(Cl)c2)CC(=O)N1CC (stereo not given),nt,-0.42,0.94
Cc1ccc(/C=C(\C#N)C(=O)N2CCCC2)c(C)c1,-70,nt,nt
CC(=O)N1N=C(c2cccs2)CC1c1ccco1 (stereo not given),48,nt,nt
COCc1cc(=O)[nH]c2cc(NC(=O)C3CC3)c(C)cc12,-87,0.61,-0.15
CC(C)(C)Nc1nc(C(N)=O)nc(N2CCOCC2)n1,72,0.88,-0.32
O=C(N/N=C/c1ccc(O)cc1)c1[nH]c2ccc(Br)cc2c1-c1ccccc1,33,-1.2,-0.38
COCCn1c(COc2ccc(Cl)cc2)nnc1SCC(N)=O,3,1.9,2.5
COc1ccc2c(c1)c(=O)c(C(=O)O)c(-c1ccc3c(c1)OCO3)n2C,46,0.93,0.45
Cn1c(=O)c2cn(Cc3ccc(Cl)cc3)cc2n(C)c1=O,-59,0.38,0.26
CCN(CC)S(=O)(=O)c1ccc2c(c1)c(=O)c(C(=O)NCCOC)cn2C,-30,2.2,2.3
CCOc1cccc(-c2nn3c(-c4ccccn4)nnc3s2)c1,38,-0.77,-0.78
CCOC(=O)C1=C(N)N(c2ccc(N3CCCCC3)cc2)C(=O)C1,-24,1.9,3.7
COc1ccc(NC(C(=O)Nc2cccc(C(C)=O)c2)c2ccccc2)cc1 (stereo not given),4,-1.1,-0.53
COC(=O)c1cc(OC)ccc1-c1ccc(OC)cc1,-26,0.78,-0.2
CCCCN(C)C(=O)CSc1nc(NCc2ccc(OC)cc2)c2ccccc2n1,0,-0.79,-0.74
O=C(Nc1ccccc1C(=O)N1CCOCC1)c1ccncc1,16,1.1,0.46
COc1ccccc1NC(=O)CNC(=O)c1ccc(F)cc1,31,0.03,-0.01
COc1cc(C(=O)Oc2c(CN3CCOCC3)cc(Cl)c3cccnc23)cc(OC)c1OC,nt,-0.97,-1.2
CC(C)CCn1c(-c2nonc2N)nc2ccccc21,19,-1.8,-1.5
Cn1c(SCc2ccc(F)cc2)nnc1-c1cccs1,71*,-0.88,-1.2
Cc1cccc(NC(=O)C2CCN(S(=O)(=O)c3cccs3)CC2)n1,39,-0.26,-0.32
CC(C)C(=O)Nc1cccc(NC(=S)NC(=O)C(c2ccccc2)c2ccccc2)c1,6,-1.4,-1
O=C1CCCC(=O)N1c1ccc(N2CCN(c3ccccc3)CC2)c([N+](=O)[O-])c1,-27,-0.83,-1.4
CCS(=O)(=O)c1ccc(C(=O)NC2CC2)c(Cl)c1Cl,-29,nt,nt
COc1ccc(C)cc1NC(=O)C1CCCN1S(=O)(=O)c1ccc2c(c1)CCC(=O)N2 (stereo not given),nt,-0.15,-0.74

# Among those listed so far, these have four or more nitrogen atoms.
SMILES,Insulin prom inh,SDO1 yeast rescue,SDO1 yeast rescue Rescue 24 h
CC1(C)C(c2cccs2)=[N+]([O-])C2(CCCCC/C2=N\NC(N)=O)N1O (stereo not given),13,0.34,-0.81
CC1CCC2(CC1)NC(=O)N(Cc1nc(-c3ccccc3)no1)C2=O (stereo not given),-18,0.07,0.12
COc1cccc(NC(=O)n2nc(N)cc2-c2ccc(Cl)cc2)c1,nt,0.86,0.24
Cc1nn(C(=O)/C(C#N)=C/N(C)C)c(C)c1C,27,nt,nt
Cc1c(N=NC2=C(O)CCCC2=O)c(=O)n(-c2ccccc2)n1C,-47,nt,nt
O=C(/C=C/c1cccc([N+](=O)[O-])c1)Nn1c(-c2ccccc2F)nc2ccccc2c1=O,6,0.01,0.04
COc1cccc(N(C(=O)Cn2nnc3ccccc32)C(C(=O)NCc2ccco2)c2cccnc2)c1 (stereo not given),nt,0.67,0.82
CC(C)(C)Nc1nc(C(N)=O)nc(N2CCOCC2)n1,72,0.88,-0.32
COCCn1c(COc2ccc(Cl)cc2)nnc1SCC(N)=O,3,1.9,2.5
CCOc1cccc(-c2nn3c(-c4ccccn4)nnc3s2)c1,38,-0.77,-0.78
CCCCN(C)C(=O)CSc1nc(NCc2ccc(OC)cc2)c2ccccc2n1,0,-0.79,-0.74
CC(C)CCn1c(-c2nonc2N)nc2ccccc21,19,-1.8,-1.5
O=C1CCCC(=O)N1c1ccc(N2CCN(c3ccccc3)CC2)c([N+](=O)[O-])c1,-27,-0.83,-1.4

# (next part)
SMILES,Insulin prom inh,SDO1 yeast rescue,SDO1 yeast rescue Rescue 24 h
N#Cc1c(SCC(=O)OCc2ccccc2)nsc1SCC(=O)OCc1ccccc1,14,-0.46,-0.31
COc1cc2c(cc1OC)C(C(=O)N1CCOCC1)C(c1cccs1)N(C)C2=O (stereo not given),-114,0.69,0.69
COc1ccc(NC(=O)N2Cc3ccccc3CC2C(=O)NC(C)(C)C)cc1 (stereo not given),30,-0.4,0.45
COC(=O)CSc1nc2c(c(-c3ccc(C)o3)c1C#N)CCCC2,nt,-1.4,-1.2
COC(=O)C1C(=O)OC(C)(C)C1C(C)C(=O)c1ccccc1 (stereo not given),-10,4.8*,4.5*
COc1cc(C2CC(=O)Nc3c2c(=O)nc2c(C)cccn32)cc(OC)c1OC (stereo not given),0,nt,nt
CNc1nnc(-c2ccc(N(C)C)cc2)s1,20,0.36,-0.31
C=CCN1C(=O)c2cccc3c(Br)ccc(c23)C1=O,-69,nt,nt
OC1C=CSc2nc3ccccc3n21 (stereo not given),-93,-0.34,-0.89
CCN1/C(=C\C(C)=O)Sc2ccc(OC)cc21,-53,0.01,-0.62
CCNc1nc(NOC)nc(OCC#N)n1,7,0.45,0.02
O=C(O)CN1C(=O)c2cccc(Oc3ccc(Cl)cc3)c2C1=O,-2,0.48,-0.5
CC1(C(=O)N(CC(=O)NC2CCCC2)C2CCCC2)CC(=O)N=C2C=CC=CN21 (stereo not given),nt,-0.97,-1.6
Cc1nn2c(-c3cccc(NC(=O)CN4CCOCC4)c3)nnc2c2ccccc12,-11,nt,nt
Cc1cccn2c(CNCC3(c4ccccc4)CCCC3)c(C(=O)N3CCOCC3)nc12,-33,nt,nt
Cc1ccc(C2=[N+]([O-])C3(CCCCC3=O)N(O)C2(C)C)cc1 (stereo not given),-14,0.26,-0.09
COC(=O)/C=C/C(=O)N1CCN(c2cccc(Cl)c2)CC1,-80,0.43,0.39
Cc1ccc(NC(=O)NC(=O)CN2C(=O)NC3(CCCCCCC3)C2=O)c(C)c1,32,-0.52,-0.2
CCn1c(CNc2ccc(Cl)cc2)nnc1SCC(=O)NCc1ccccc1,-106,-2.7,-1.5
CSc1nc2nc(C)cc(-c3ccccc3)n2n1,-180,0.75,-0.39
CCN(CC1COc2ccccc2O1)C(=S)Nc1ccccc1 (stereo not given),nt,0.19,0.6
NC(=O)c1c(NC(=O)CN2C(=O)CCC2=O)sc2c1CCCCC2,nt,1.1,1.3
c1ccc(-c2nnnc3ccccc23)cc1,-13,-0.63,-0.02
CC(C)c1cccc(C(C)C)c1NC(=O)c1ccc(OCC(=O)NCc2ccccc2)cc1,14,-1.1,-0.57
CCc1cc2c(=O)[nH]c(-c3ccccn3)nc2s1,-7,-1.3,-0.12
CC(C)(C)NC(=O)CSc1nc2ccc(NC(=O)CSc3nnnn3Cc3ccccc3)cc2s1,19,-1.5,-1.5
CC(=O)NC(Cc1ccccc1C)C(=O)NC1CCN(C(=O)c2cccc(C)c2)CC1 (stereo not given),20,nt,nt
COc1c(Cl)cnn(-c2ccc(Cl)c(Cl)c2)c1=O,-125,nt,nt
Cc1cc(NC(=O)CSc2n[nH]c(-c3cccs3)n2)no1,0,0.92,0.16
COCc1nc2sc3c(c2c(=O)[nH]1)CCCC3,53,0.23,-0.75
Cc1ccccc1C(=O)Nc1c(C(=O)N2CCCC2)cnn1-c1ccccc1,19,-0.38,-0.42
CCCCc1nnc(NC(=O)CSc2nc(C)cc(=O)[nH]2)s1,47,0.44,1.7
O=C(NCCCNC1CCCCC1)c1ccc(/C=N/O)nc1,-13,0.1,-0.73
Cc1cccc(Cn2c(=O)c3c(nc4n3CCCN4Cc3ccccc3)n(C)c2=O)c1,31,-2.3,-0.32
CC(C(=O)NC1C(=O)N2C(C(=O)O)=C(CSc3nnnn3C)CSC12)n1cc(Cl)cn1 (stereo not given),21,nt,nt
CCOc1nc(C#N)nc(N2CCCCC2)n1,nt,0.9,2
CC(=O)NCCc1csc(-c2ccccc2)n1,-25,-1,-1.2
CNC(=O)c1ccccc1S(=O)(=O)c1ccccc1C#N,-17,0.09,0.29
COC(=O)c1sccc1Oc1c(Cl)cccc1[N+](=O)[O-],-63,nt,nt
Cc1ccc(S(=O)(=O)N/N=C2/CCCCC2C2CCCCC2)cc1[N+](=O)[O-] (stereo not given),nt,-1.5,-1.6
O=C(NC1CCN(C(=O)N2c3ccccc3Sc3ccccc32)CC1)c1ccccc1Cl,nt,-0.94,-0.23
COc1ccc(-c2nnn(CC(=O)N(Cc3cccs3)C(C)C(=O)NC3CCCC3)n2)cc1OC (stereo not given),-36,0.07,2.1
CCCCCCCCc1nc(SC(C)C(=O)O)n[nH]1 (stereo not given),-255,nt,nt
CCOC(=O)c1c(NC(C)=O)sc2c(OC)c(Br)ccc12,-14,-1.9,-1.4
Nc1nc(N2CCN(c3ccc(F)cc3)CC2)n[nH]1,3,nt,nt
COc1ccc(/C=N/NC(=O)C(=O)N2CCN(c3ccccc3OC)CC2)cc1,7,-0.38,-1.2
Cc1cc(C)cc(NC(=O)C(Nc2ccccc2)c2ccccc2)c1 (stereo not given),-79,-0.95,-0.47
CCOC(=O)c1c(NC(=O)C(C)Sc2c[nH]c3ccccc23)sc2c1CCC2 (stereo not given),35,-0.69,0.48
O=S(=O)(c1ccc2ccccc2c1)N1CCCCC1,-5,-0.09,0.13
CCC(c1nnnn1CCc1ccccc1)N(Cc1ccco1)Cc1cc2c(C)ccc(C)c2[nH]c1=O (stereo not given),-32,-0.78,0.68
# (listing goes on)
SMILES,Insulin prom inh,SDO1 yeast rescue,SDO1 yeast rescue Rescue 24 h
COc1ccccc1NS(=O)(=O)c1cccc(C(=O)OCC(=O)Nc2cc(C)on2)c1,-46,-0.2,-0.1
Cc1cccc(N2CCN(Cc3nc(-c4cccc(Oc5ccccc5)c4)oc3C)CC2)n1,-9,nt,nt
Cc1ccc(NC(=S)NC2CCCC2)cc1C,nt,-0.08,-0.7
O=C(Nc1ccccc1[N+](=O)[O-])C1=C(O)CCn2c1nc1ccccc12,-61,0.83,2.6
Cc1sc2nc(CSc3ccc([N+](=O)[O-])c(C(F)(F)F)c3)[nH]c(=O)c2c1C,-30,1.1,1.4
CC1CCN(CCCNC(=O)CN2CCN(Cc3ccc(Cl)cc3)C2=O)CC1,-100,0.36,0.03
CC(C)N(C(=O)c1sc2cc([N+](=O)[O-])ccc2c1Cl)C(C)C,60,0.18,0.15
Cn1c(SCC(=O)OC2CCCCC2)nnc1-c1ccc(S(=O)(=O)N2CCCC2)cc1,-5,0.47,1.1
CCCCNC(=O)C1(c2ccc(OC)cc2)CCOCC1,56,-0.13,-1.5
Cc1cc(C(=O)N(C)CC(=O)Nc2ccccc2C(F)(F)F)c(C)o1,nt,1.1,0.56
CN(C)CCNC(=S)Nc1cccc(Cl)c1,17,0.45,-0.16
N#CC1=C(N)Nc2nc3ccccc3n2C1c1ccc(Cl)cc1 (stereo not given),22,-0.27,-0.18
CC1CCc2nc3sc4c(c3c(N)c2C1)CCCC4 (stereo not given),-69,0.36,-0.45
Cc1cc(C(=O)COc2ncnc3sccc23)c(C)n1C,21,-0.3,-0.94
COc1ccc(N2CCN(C(=O)CC34CC5CC(CC(C5)C3)C4)CC2)c([N+](=O)[O-])c1,23,-1,-1.1
Cc1ccc(-c2cc(C(=O)Nc3cc(C)on3)c3ccccc3n2)cc1,-34,-0.29,0.05

# High-throughput results deposited in PubChem BioAssay by several laboratories.
